Source: PubChem (National Center for Advancing Translational Sciences (NCATS))
Giardia kill: kills Giardia lamblia | Giardia lamblia trophozoite viability | activity change, % at 7.66 µM, hits read low | 340,000 tested, 0.15% active | AID 540267; in the data active means activity change below about -80%; inconclusive means between about -30% and that limit;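 further: parasites exposed to compound for two days anaerobically before the ATP read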
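Compounds were tested on trophozoites seeded at 100 cells/well and held 48 hrs at 37 deg C anaerobically. An ATP-based luminescent kit measured the remaining live cells.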
BCR signal inh: blocks chronic active B-cell receptor signaling; ABC-DLBCL IkBa-CBG/CBR reporter, luminescence ratio, 4 h; Potency, µM (series often up to 46.1 µM), without a hit: top-dose ratio change, negative = lower green/red ratio, actives largely listed as inhibitors; 340,000 tested, 0.05% active; AID 493014; active means well fitted inhibition curve with a large enough effect in the signal ratio, with a control signal flat, not every such curve was filed as active; inconclusive means small, poorly fitted or top-dose-only effect, or effect the other way, or a change in a side signal; the % refers to the signal ratio;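 further: potency means the concentration at half of the fitted maximal effect; plate controls were basal doxycycline-induced cells for no effect and cells given 10 µM MG132 for full effect; MG132 reads +100%, hits lower the ratio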
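Cell line TMD8 (human ABC DLBCL), stably expressing tet-inducible CBG68-IkBa fusion and CBR; IMDM/0.5% FBS; cpd up to 46 uM; dox induction, 4 h, 37C/5% CO2; dual luminescence; green/red ratio; MG132 control.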
B2AR arrestin: beta2AR (human) beta-arrestin recruitment activity. P07550. beta-arrestin recruitment to beta2AR, cell-based reporter. Potency, µM (titrated, usually from 46.1 µM), inactives show top-dose activation, actives largely listed as activators. 330,000 tested, 0.02% active. AID 492947;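 further: potency means the concentration at half of the fitted maximal effect; 0% = DMSO controls and full agonism = EC100 isoproterenol or metaproterenol; nearly all actives have a fitted effect of over 65% in size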
Coupling enz: counter-screen for Giardia aldolase inhibitors: coupling enzyme system; coupling enzyme system counterscreen, AmpLite Red fluorescence; activity change, negative = inhibition, % at 58.2 µM, hits read low; 290,000 tested, 0.67% active; AID 2472; in the data active means activity change below about -30%
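First, compound is pin-transferred into glyceraldehyde-3-phosphate coupling-enzyme reagent at 57.5 uM final and held 10 min at RT. Next, substrate, coupling system and AmpLite Red are added. After 20 min RT, fluorescence (525/598 nm) is read.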
uPA surface inh: inhibitors of cell surface uPA generation | 330,000 tested, 0.31% active | Potency, µM (top dose mostly 38.3 µM), inactives show top-dose activity change, negative = inhibition, hits mostly inhibitors | cell surface uPA generation assay, qHTS; active means well fitted inhibition curve with a large enough effect; inconclusive means small, poorly fitted or top-dose-only effect; inactive means no such curve, though single readings can be large or run the other way; tested in mouse RAW 264.7 cells; further: potency means the concentration at half of the fitted maximal effect; nearly all actives have a fitted effect of over 55% in size
USP2a block: blocks human ubiquitin-specific protease USP2a. O75604. USP2 core, Ub-CHOP2 coupled fluorogenic reporter, 485/531. Potency, µM (titrated, usually from 38.3 µM), for the others: at the top dose activity change, negative = inhibition, actives largely listed as inhibitors. 330,000 tested, 0.01% active. AID 463254;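 further: potency means the concentration at half of the fitted maximal effect; plate controls were DMSO wells for no effect and full inhibition by NEM control for full effect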
Target sequence (O75604 whole entry, looked up): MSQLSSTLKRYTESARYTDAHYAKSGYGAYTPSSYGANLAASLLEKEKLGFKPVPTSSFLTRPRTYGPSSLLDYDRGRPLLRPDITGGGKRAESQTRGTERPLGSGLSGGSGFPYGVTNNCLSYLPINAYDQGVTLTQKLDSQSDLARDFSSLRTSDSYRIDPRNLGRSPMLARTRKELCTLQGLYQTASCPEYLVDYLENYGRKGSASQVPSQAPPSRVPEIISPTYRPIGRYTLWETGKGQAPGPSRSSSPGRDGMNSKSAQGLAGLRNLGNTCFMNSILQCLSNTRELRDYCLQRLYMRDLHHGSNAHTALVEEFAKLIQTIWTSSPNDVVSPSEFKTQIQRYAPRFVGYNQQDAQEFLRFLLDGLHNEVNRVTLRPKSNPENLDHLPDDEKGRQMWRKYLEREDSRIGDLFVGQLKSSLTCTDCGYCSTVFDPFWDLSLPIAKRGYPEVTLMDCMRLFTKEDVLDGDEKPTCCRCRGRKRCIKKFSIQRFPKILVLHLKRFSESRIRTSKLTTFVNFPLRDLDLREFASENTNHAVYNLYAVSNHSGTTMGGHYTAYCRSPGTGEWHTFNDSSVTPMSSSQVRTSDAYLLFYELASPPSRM
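Deubiquitinase activity read as fluorescence (485/531 nm) after Ub-CHOP2 cleavage activates the enterokinase reporter on its substrate; USP2 core 10nM, Ub-CHOP2 and substrate 25nM each, 30min compound preincubation then 60min RT; data normalized to NEM, curves fitted.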
GALK inhibitor: inhibitors of human galactokinase; Purified GALK, Kinase-Glo residual ATP luminescence; Potency, µM (highest dose often 57.5 µM), without a hit: top-dose activity change, negative = inhibition, actives largely listed as inhibitors; 270,000 tested, 0.007% active; further: potency means the concentration at half of the fitted maximal effect
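Galactose (100 uM) and ATP (35 uM) were turned over by 5 nM GALK for 1 h at RT. Kinase-Glo Plus then converted the remaining ATP into a luminescent signal.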
PKM2 act: PKM2 (human) enzyme activation | purified PKM2, Kinase-Glo ATP luminescence, activation; response scale: 0% is enzyme alone, no compound | Potency, µM (titrated, usually from 57.5 µM), without a hit: at the highest dose activation, hits mostly activators | 260,000 tested, 0.34% active | AID 1631; further: potency means the concentration at half of the fitted maximal effect; nearly all actives have a fitted effect of over 55% in size
Target sequence (P14618 whole entry, looked up): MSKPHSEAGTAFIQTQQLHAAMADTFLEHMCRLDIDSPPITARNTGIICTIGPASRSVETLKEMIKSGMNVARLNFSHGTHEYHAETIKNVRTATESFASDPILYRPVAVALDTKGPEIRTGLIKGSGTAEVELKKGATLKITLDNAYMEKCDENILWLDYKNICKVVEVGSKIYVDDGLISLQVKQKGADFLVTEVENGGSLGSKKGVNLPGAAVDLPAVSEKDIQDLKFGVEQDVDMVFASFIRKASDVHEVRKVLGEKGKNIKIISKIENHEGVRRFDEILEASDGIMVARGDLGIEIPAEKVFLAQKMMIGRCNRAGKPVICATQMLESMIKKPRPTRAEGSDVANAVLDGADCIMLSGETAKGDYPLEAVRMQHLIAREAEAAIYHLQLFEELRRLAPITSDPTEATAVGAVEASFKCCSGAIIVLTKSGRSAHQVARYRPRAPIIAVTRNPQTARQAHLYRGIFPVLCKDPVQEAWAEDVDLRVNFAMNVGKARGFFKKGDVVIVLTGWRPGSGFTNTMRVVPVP
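Purified hPK-M2 (>95%) run at intermediate activity with 0.1 mM ADP and 0.5 mM PEP in 50 mM imidazole pH 7.2, KCl, MgCl2; 1 h room temperature. ATP formed read by Kinase-Glo luminescence; normalized to uninhibited and no-enzyme controls.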
KCNH2 3.1 inh: blocks the human KCNH2 3.1 channel isoform | U2OS KCNH2 3.1, thallium flux FluxOr; stronger effect = lower value | activity change, % (tested at about 1.8 µM) | 340,000 tested, 0.95% active | AID 720553;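 active means maximum activity change below -70%; inconclusive means maximum activity change from -70% to -50%; inactive means maximum activity change above -50%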;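 further: thallium influx rate constant from kinetic fluorescence after stimulation buffer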
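Channel expression came from 3.1 mutant virus (1.77 x 10^8 /mL) applied to suspended U2OS cells for 4 h. Flux was tracked with FluxOr dye plus Red40 quencher, and kinetic rate constants normalized to controls.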
Eya2 phos inh: inhibitors of human Eya2 phosphatase activity; O00167; recombinant Eya2, OMFP fluorescence dephosphorylation (OMFP is methylfluorescein phosphate); Potency, µM (series often up to 76.9 µM), inactives show at the top dose activity, negative = inhibition, actives largely listed as inhibitors; 330,000 tested, 0.006% active; AID 488837; further: potency means the concentration at half of the fitted maximal effect
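Eya2 (0.2 uM) preincubated 10 min at ambient with compound, then OMFP substrate added at 50 uM; 10 min reaction in 50 mM HEPES pH 7.5, 50 mM NaCl, 5 uM MgCl2, 0.05% BSA, 1 mM DTT. Fluorescence read at Ex 485/Em 525 nm.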
KCNH2 WT inh: KCNH2 (human, wildtype) channel inhibition; AID 720551; U2OS, BacMam KCNH2, thallium flux FluxOr; stronger effect = lower value; 340,000 tested, 0.37% active; activity change, % at 1.84 µM;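 active means maximum activity change below -70%; inconclusive means maximum activity change between -70% and -50%; inactive means maximum activity change above -50%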
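U2OS cells transduced with wild-type KCNH2 virus are loaded with FluxOr dye for 45 min, and thallium flux is measured in kinetic reads before and after stimulation buffer. Rate constants are normalized to DMSO controls.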
Active calls of the source: *; ? = inconclusive; nt = not tested or not shown; [ ] = dose if it differs, or a comment. Unless noted, the call rests on the fitted dose curve; in most records, active means well fitted curve in the direction sought with a large enough effect; inconclusive means small, poorly fitted or top-dose-only effect, or another doubt; inactive means no such curve, though single readings can be large; an effect the other way counts as inactive or inconclusive. Unless noted, on the % scale 0 is the no-effect control and ±100 the full control effect. Outcome played no part in choosing rows; about 2.4% have a hit in one of these screens.

Every second line gives: Giardia kill	BCR signal inh	B2AR arrestin	Coupling enz	uPA surface inh	USP2a block	GALK inhibitor	PKM2 act	KCNH2 3.1 inh	Eya2 phos inh	KCNH2 WT inh
- COc1cccc(-c2nc(Oc3cccc(C)c3C)c3ccccc3n2)c1O
    -9	?	-0.1%	2	-3%	0%	-2%	-7%	-16	0%	-1
- COc1ccc(-c2csc(Cc3nc(O)cs3)n2)cc1
    -3	?	5.5%	-2	-5%	2%	-4%	?	7	20%	0
- CCC(=O)Nc1ccc(C(=O)CN2C(=O)NC3(CCCCCC3)C2=O)cc1
    13	1%	2.8%	nt	1%	2%	nt	nt	-1	7%	-11
- COc1ccccc1Oc1ccc(S(=O)(=O)N2CCCCC2C)cc1 (configuration not stated)
    0	3%	-0.9%	3	1%	-6%	-2%	nt	-2	-6%	0
- COc1ccc(S(=O)(=O)N2CCCC(C(=O)NCc3ccccc3)C2)cc1 (configuration not stated)
    41[activator]	0%	-0.2%	-2	3%	0%	1%	nt	2	-6%	-6
- CC(C(=O)NCc1ccccc1Cl)N1C(=O)c2ccccc2C1=O (configuration not stated)
    7	-2%	-0.5%	3	5%	1%	-1%	nt	7	12%	23
- CCC(=O)NC(c1cccc([N+](=O)[O-])c1)c1c(OC(C)=O)ccc2ccccc12 (configuration not stated)
    8	-8%	0.5%	-3	2%	2%	-1%	-3%	7	-1%	10
- O=C(Nc1ccc(NC(=O)c2cccs2)cc1)c1ccco1
    -9	13%	0.0%	1	-1%	2%	-2%	-7%	-5	-3%	25
- Cc1nn(Cc2ccc(Cl)cc2)c(Cl)c1/C=N/NC(=O)c1cccnc1
    0	-1%	0.2%	5	-6%	4%	1%	4%	-1	-11%	2
- CCOC(=O)CNC(=O)N1CCCC(CCC(=O)NCc2ccc(F)c(F)c2)C1 (configuration not stated)
    -2	-21%	-0.8%	1	0%	1%	-2%	5%	nt	0%	5
- COc1ccc(CCNC(=O)CNS(=O)(=O)c2ccc(F)c(Cl)c2)cc1OC
    -11	-9%	-0.9%	2	14%	1%	2%	-19%	-15	-7%	-5
- CC(=O)Nc1cccc(C(=O)OCN2C(=O)c3ccccc3C2=O)c1
    -4	-1%	-1.1%	nt	-5%	1%	-2%	nt	19	-3%	6
- c1ccc2c(c1)ccc1nnc(SCc3ccc4c(c3)OCCO4)n12
    -24	1%	0.0%	0	2%	0%	3%	22µM*	-7	8%	-6
- O=C(Nc1ccc(Cl)c(-c2nc3ccccc3[nH]2)c1)c1ccc2c(c1)OCO2
    -4	?	4.2%	-3	-5%	0%	nt	-12%	5	-4%	1
- Cc1nn(-c2ccccc2)c(C)c1/C=N/N1CCN(c2ccccc2)CC1
    21	?	0.2%	5	nt	2%	1%	9%	6	-16%	4
- CCCCNC(=O)c1nn2cc(Br)cnc2c1Br
    17	5%	0.3%	4	-5%	1%	-3%	-8%	24	2%	7
- Cc1ccc(/C=N/N=C2/NC(=O)C(CC(=O)Nc3ccccc3)S2)o1 (configuration not stated)
    12	-3%	-0.2%	-2	15%	-1%	-1%	-5%	-10	-6%	-5
- CCN(C(=S)NC(=O)C1CCCC1)C1CCCCC1
    4	1%	0.0%	0	8%	-1%	1%	nt	-3	2%	-8
- COc1ccc(-c2nc(N)ncc2-c2ccccc2)c(O)c1
    -12	2%	-0.6%	0	-3%	2%	9%	nt	-2	-16%	0
- COc1cccc(CNC(=O)COC(=O)CN2C(=O)NC3(CCCCC3C)C2=O)c1 (configuration not stated)
    -7	-4%	-3.5%	nt	3%	1%	nt	nt	1	-28%	-1
- O=C(COC(=O)CCc1nc2ccccc2c(=O)[nH]1)Nc1ccc(N2CCOCC2)cc1
    -8	-1%	-0.1%	2	-2%	11%	nt	-30%	2	-22%	4
- Cc1cc(C)cc(-n2cc[nH]c2=S)c1
    13	5%	-0.1%	-4	-1%	0%	-1%	-7%	8	-1%	-11
- CCOC(=O)CC1(CC(=O)OCC)NC(=O)c2c(C)sc(C(=O)OCC)c2N1
    16	?	0.2%	0	-2%	0%	-6%	8%	-3	-2%	-3
- Fc1ccc(-c2ccc(Nc3cccc(F)c3)nn2)cc1
    -4	?	-0.3%	1	-5%	0%	0%	3%	6	-1%	-1
- CC[C@]12c3[nH]c4ccc(Cl)cc4c3CCN1C(=O)[C@@H](CC(=O)NC(C)(C)C)C[C@@H]2C(=O)N1CCN(C(=O)c2ccco2)CC1
    -9	?	-0.4%	nt	4%	0%	nt	nt	0	-10%	25
- N#C/C(=C\c1ccc(F)cc1)c1nc(-c2ccco2)cs1
    ?	?	-0.1%	-1	-3%	1%	0%	1%	-19	1%	1
- Cn1nc(-c2ccc(OCC(N)=O)cc2)c2ccccc2c1=O
    -1	-6%	0.4%	3	-2%	2%	2%	-2%	-5	8%	3
- COCCN(CCNC(=O)c1ccc(NC2=NC3CS(=O)(=O)CC3S2)cc1)Cc1ccco1 (configuration not stated)
    -29	13%	-0.3%	0	8%	2%	nt	2%	19	8%	-5
- CCN(CC)S(=O)(=O)c1ccc2oc(C(=O)NC3CC3)c(C)c2c1
    -4	?	-0.2%	-1	-1%	0%	-2%	-2%	14	-11%	3
- Cc1c(-c2ccccc2)sc(N)c1C(=O)N1CCOCC1
    1	-5%	0.0%	-18	4%	2%	1%	15%	3	-11%	0

Filtered by structure: those above with two or more sulfur atoms (2)
Every second line gives: Giardia kill	BCR signal inh	B2AR arrestin	Coupling enz	uPA surface inh	USP2a block	GALK inhibitor	PKM2 act	KCNH2 3.1 inh	Eya2 phos inh	KCNH2 WT inh
- COc1ccc(-c2csc(Cc3nc(O)cs3)n2)cc1
    -3	?	5.5%	-2	-5%	2%	-4%	?	7	20%	0
- COCCN(CCNC(=O)c1ccc(NC2=NC3CS(=O)(=O)CC3S2)cc1)Cc1ccco1 (configuration not stated)
    -29	13%	-0.3%	0	8%	2%	nt	2%	19	8%	-5

Remaining list, next part.
Every second line gives: Giardia kill	BCR signal inh	B2AR arrestin	Coupling enz	uPA surface inh	USP2a block	GALK inhibitor	PKM2 act	KCNH2 3.1 inh	Eya2 phos inh	KCNH2 WT inh
- CCOC(=O)N1CCN(C(=O)CN2C(=O)NC(c3ccccc3)(c3ccccc3)C2=O)CC1
    -4	-1%	-0.5%	-1	-2%	2%	-2%	nt	-8	-13%	4
- O=C(O)c1ccc2c(c1)N(Cc1ccc(F)cc1)C(=O)c1ccccc1S2
    17	29%	-0.2%	9	4%	0%	3%	-5%	-10	-3%	-6
- COC(=O)CN(n1cnnc1)S(=O)(=O)c1ccccc1
    -5	?	-0.2%	-2	0%	3%	4%	2%	-7	12%	-37
- COc1ccc(CNC(=O)COC(=O)c2ccc(F)c(S(=O)(=O)N3CCOCC3)c2)cc1
    -7	-14%	0.0%	nt	-2%	-2%	nt	nt	7	2%	0
- Cc1ccc2oc(C(=O)Nc3ccc(S(=O)(=O)Nc4onc(C)c4C)cc3)c(C)c2c1
    12	7%	0.2%	10	2%	-1%	-13%	0%	3	1%	14
- O=C(CC1C(=O)NCCN1Cc1ccccc1F)NC1CCCCCC1 (configuration not stated)
    nt	1%	-0.3%	nt	nt	0%	2%	-8%	nt	3%	nt
- CCOC(=O)CSc1n[nH]c(NS(=O)(=O)c2ccccc2C(F)(F)F)n1
    9	0%	-0.6%	-1	-9%	0%	0%	0%	-10	5%	2
- NNC(=O)c1cc(O)c(O)c(O)c1
    1	?	-0.1%	-3	1%	-6%	-2%	-1%	-12	6%	4
- C=CCC(NCc1ccccc1)c1ccco1 (configuration not stated)
    -17	nt	nt	2	nt	nt	8%	-6%	10	nt	-10
- Nn1c(SCC(=O)NCCN2C(=O)CSC2=O)nnc1-c1ccc(OC(F)F)cc1
    -13	1%	-0.2%	nt	-1%	2%	nt	nt	-1	15%	-4
- COc1ccc(N2C(=NC(=O)CCCc3ccccc3)SC3CS(=O)(=O)CC32)cc1 (configuration not stated)
    10	1%	0.5%	0	5%	-1%	7%	0%	-3	-1%	-9
- CCOC(=O)N1CCC(Nc2ncnc3c2cnn3-c2ccc(C)cc2C)CC1
    15	?	0.2%	-1	-11%	-1%	-2%	-11%	7	-23%	-3

2 entries from above, set out differently:
COc1ccc(CNC(=O)COC(=O)c2ccc(F)c(S(=O)(=O)N3CCOCC3)c2)cc1
  Giardia kill: -7; BCR signal inh: -14%; B2AR arrestin: 0.0%; Coupling enz: nt; uPA surface inh: -2%; USP2a block: -2%; GALK inhibitor: nt; PKM2 act: nt; KCNH2 3.1 inh: 7; Eya2 phos inh: 2%; KCNH2 WT inh: 0
Cc1ccc2oc(C(=O)Nc3ccc(S(=O)(=O)Nc4onc(C)c4C)cc3)c(C)c2c1
  Giardia kill: 12; BCR signal inh: 7%; B2AR arrestin: 0.2%; Coupling enz: 10; uPA surface inh: 2%; USP2a block: -1%; GALK inhibitor: -13%; PKM2 act: 0%; KCNH2 3.1 inh: 3; Eya2 phos inh: 1%; KCNH2 WT inh: 14
